# High-throughput results deposited in PubChem BioAssay by several laboratories.
# GSK3beta inhib – human GSK3beta kinase inhibitors, primary screen, biochemical, cell-free homogeneous, HTS | Glycogen synthase kinase-3 beta (Homo sapiens), P49841 | 0.038% of 300,000 active | activity score (negative = inhibition), % at 10 µM | GST-GSK3beta kinase, ADP-Glo luminescence, 60 min; active compounds read low;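 active means more than half of replicate wells score below -50%, meaning over 50% inhibition versus plate controls; inconclusive means some replicates but at most half score below -50%; inactive means no replicate scores below -50%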;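 further: 0% = median DMSO wells and -100% = median GW8510 positive control wells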
# Target sequence (P49841 whole entry, looked up): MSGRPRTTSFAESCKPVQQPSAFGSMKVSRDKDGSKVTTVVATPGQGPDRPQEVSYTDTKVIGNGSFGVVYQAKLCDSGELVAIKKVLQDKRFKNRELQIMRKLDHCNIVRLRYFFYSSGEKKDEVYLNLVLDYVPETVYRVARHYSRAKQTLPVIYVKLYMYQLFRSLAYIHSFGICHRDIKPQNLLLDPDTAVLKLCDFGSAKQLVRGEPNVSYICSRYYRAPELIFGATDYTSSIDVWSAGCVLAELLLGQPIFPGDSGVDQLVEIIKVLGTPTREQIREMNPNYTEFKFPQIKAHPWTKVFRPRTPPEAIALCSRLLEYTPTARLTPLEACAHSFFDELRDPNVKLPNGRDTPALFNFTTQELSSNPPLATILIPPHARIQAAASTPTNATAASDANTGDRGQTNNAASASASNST
#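 Test system: GST-tagged human GSK3beta kinase, cell-free; evaluation: activity score scaled between in-plate DMSO and GW8510 controls; measured by: ADP-Glo luminescence; incubation: 60 min reaction, RT; benchmarks: DMSO and 20 µM GW8510; reagent: peptide substrate plus 25 µM ATP (final); medium: Tris/MgCl2 kinase buffer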
# GSK3A inh – blockers of GSK3A enzyme activity – biochemical, luminescence, cell-free homogeneous, HTS, primary screen; Glycogen synthase kinase-3 alpha (Homo sapiens), P49840; GSK-3 alpha kinase, ADP-Glo luminescence, 60 min; inhibition, % at 10 µM; 0.1% of 320,000 active; AID 2650, 2010;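 in the data active means inhibition above about 50%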;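 further: GST-tagged GSK-3 alpha with peptide substrate and 25 µM ATP; 0% = DMSO neutral wells and 100% = GW8510 positive control wells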
# Target sequence (P49840 whole entry, looked up): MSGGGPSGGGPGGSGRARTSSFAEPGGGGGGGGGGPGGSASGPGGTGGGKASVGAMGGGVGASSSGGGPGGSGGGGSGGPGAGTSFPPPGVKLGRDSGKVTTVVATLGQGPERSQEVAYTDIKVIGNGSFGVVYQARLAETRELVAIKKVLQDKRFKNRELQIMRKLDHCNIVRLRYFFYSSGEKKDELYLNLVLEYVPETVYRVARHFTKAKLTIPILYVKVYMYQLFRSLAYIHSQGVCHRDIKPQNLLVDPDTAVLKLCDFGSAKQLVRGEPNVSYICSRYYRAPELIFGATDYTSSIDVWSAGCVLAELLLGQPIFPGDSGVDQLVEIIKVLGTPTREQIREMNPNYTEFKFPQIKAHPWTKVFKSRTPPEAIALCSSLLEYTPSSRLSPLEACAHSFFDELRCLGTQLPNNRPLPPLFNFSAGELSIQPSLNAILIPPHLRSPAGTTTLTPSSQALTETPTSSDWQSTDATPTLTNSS
# IEC-6 tox – cytotoxicity in IEC-6 intestinal epithelial cells, primary screen, cytotoxicity control for KLF5 inhibitor project, cell-based, luminescence. IEC-6 cytotoxicity, luminescence viability. inhibition, % at 5 µM. 0.78% of 290,000 active; in the data active means inhibition above about 22%;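 further: 0% = plate median of test compound wells and 100% = cytotoxic reference compound wells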
# Platelet DG rel – inhibitors of platelet dense granule secretion, primary screen, cell-based, MLPCN, human platelets; inhibition, %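 (compounds screened at 7.5 µM in platelet-rich plasma)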; human platelet-rich plasma, SFLLRN dense granule ATP release, luminescence; AID 1663, 2009; 0.22% of 300,000 active;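 active means mean replicate score, as percent of positive control, at or above 50; inconclusive means mean below 50 but at least one replicate at or above 50; inactive means mean and every replicate below 50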
# KLF5 inhibitor – KLF5 expression inhibitors, primary screen, DLD-1 cells, luminescence; AID 1700, 2009; 0.23% of 290,000 active; inhibition, % at 5 µM; DLD-1 KLF5 promoter-luciferase reporter;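 active means inhibition above a per-plate limit of that plate's mean compound inhibition plus 3 SD, cut at about 60% in these data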;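 further: 0% = DMSO wells and 100% = LY294002 at 200 µM; higher means less KLF5 promoter-driven luciferase light; inactives centre near -14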
# aSyn 5UTR inh – MLPCN primary screen, SNCA 5' untranslated region; alpha-synuclein 5'UTR reporter, inhibitor activity; inhibition, % (tested at 7.5 µM); 0.82% of 300,000 active; in the data active means inhibition above about 60%; inconclusive means no clear call, values can overlap the other calls;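 further: H4 neuroglioblastoma cells stably carrying SNCA 5'UTR luciferase fusion; 0% = DMSO wells and 100% = positive control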
# HSF1 inhib – HSF1 inhibitors in luciferase reporter cells, primary screen, cell-based, NIH3T3, luminescence; AID 2098, 2009; 0.77% of 300,000 active; NIH3T3-HGL HSE-luciferase, MG132-induced, luminescence 8 h; active compounds read low; activity change, negative = inhibition, % at 7.5 µM (by protocol);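 active means more than half of replicate wells show activity change below -50%, luminescence cut by over half; inconclusive means some wells, but at most half, below -50%; inactive means no replicate well below -50%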;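 further: luciferase reports HSF-1 transcriptional activity via heat shock element; 0% = median of DMSO wells and -100% = zero luminescence signal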
# HSF-1 act – HSF-1 activators, primary screen, NIH3T3-HGL cells, MG132 stress, luminescence, single point | NIH3T3-HGL HSF-1 luciferase reporter, 8 h; 100% = twice DMSO control signal | activation, % at 9 µM | 1.7% of 300,000 active;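 active means mean replicate activation of at least 50% with a set share of replicates each reaching 50%; inconclusive means only one of those two conditions met; inactive means mean below 50% and too few replicates reaching it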;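 further: 0% = median of the neutral control wells and 100% = twice that signal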
# HSP90 inh – HSP90 inhibitors, primary screen, cell lysate, luminescence; Heat shock protein HSP 90 (rabbit reticulocyte lysate; luciferase refolding); Rabbit reticulocyte lysate, luciferase refolding luminescence, 3 h; inhibition, % at 5.6 µM; 0.91% of 290,000 active;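 active means inhibition above the screen-wide mean plus 3 SD, computed separately per campaign, cut at about 16% in these data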;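 further: 0% = DMSO wells and 100% = 60 µM geldanamycin wells; inhibitors lower the luminescence because luciferase stays unfolded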
# Dyrk1A ADPGlo – rat Dyrk1A kinase inhibitors, primary screen, biochemical, single point, plate reader | Dual specificity tyrosine-phosphorylation-regulated kinase 1A (Rattus norvegicus), Q63470 | ADP-Glo luminescence, NFATc1 peptide | inhibition, % at 12.5 µM | 0.43% of 310,000 active | AID 504441, 2011; in the data active means inhibition above about 50%;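 further: plate controls were vehicle with enzyme for no effect and no enzyme for full effect; many of its hits are not listed in these tables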
# Numbers without * were called inactive; ? = inconclusive; · = not tested or not shown. Not all compounds are listed; count on the stated rates, not on these rows.
cpd	mol	GSK3beta inhib	GSK3A inh	IEC-6 tox	Platelet DG rel	KLF5 inhibitor	aSyn 5UTR inh	HSF1 inhib	HSF-1 act	HSP90 inh	Dyrk1A ADPGlo
1	O=C(COc1ccc(Br)cc1)Nc1ccc(S(=O)(=O)Nc2ccccn2)cc1	1	3	0	-2	-12	11	0	4	3	-11
2	CN1C(=O)OC(C)(C)C1=O	3	-2	·	-3	·	14	0	5	·	-9
3	CCCCN(C(=O)c1cccc(S(=O)(=O)N2CCOCC2)c1)c1c(N)n(CCC)c(=O)[nH]c1=O	1	-2	-3	-4	-16	1	0	-4	-2	9
4	O=C(Nc1nc2c(s1)CCc1ccccc1-2)c1cccs1	6	-3	10	-8	-73	-110	48	57*	0	8
5	COc1ccc(-c2csc(NC(=O)C3CC(=O)N(Cc4ccccc4)C3)n2)cc1OC (centres undefined)	4	-1	0	-4	-17	8	-3	-3	0	5
6	COc1cccc(NS(=O)(=O)c2ccc(NC(C)=O)cc2)c1	18	0	-7	-4	-13	8	-7	0	0	-9
7	N=C1C(c2ccccc2)=C(O)CN1c1cccc(S(=O)(=O)Nc2cccc(C(F)(F)F)c2)c1	2	3	-2	-3	16	-1	-7	5	0	2
8	Cc1cccc(OCc2nnc(SCC(=O)O)n2Cc2ccccc2)c1	3	-3	-5	7	-8	16	-1	16	-1	-3
9	CCc1c(C)nc(SC/C=C/c2ccccc2)[nH]c1=O	-1	-1	3	-3	-4	-7	21	42	1	4
10	NC(N)=NCCC[C@H](NC(=O)OCc1ccccc1)C(=O)O	-7	9	9	-2	18	10	-4	8	5	2
11	O=C(Oc1ccccc1)c1ccc2c(c1)C(=O)N(Cc1ccncc1)C2=O	-1	-1	-7	-12	-21	12	4	-3	1	13
12	Cc1c(C)c2ccc(OS(C)(=O)=O)c(C)c2oc1=O	-2	-2	6	9	-8	14	6	-2	-1	3
13	CCC(C)(C)NC(=O)C(c1cccc(OC)c1OC)N(CCOC)C(=O)CCC(=O)Nc1cc(C)on1 (centres undefined)	-4	-2	4	1	3	-14	2	-9	2	0
14	C=CCSC(CC)(CC)C(N)=O	-2	1	-3	-1	-17	-16	-2	5	-1	5
15	c1ccc(N(c2ccccc2)c2nc(-n3ccnc3)nc(-n3ccnc3)n2)cc1	0	1	10	7	2	-18	-6	-1	3	-3
16	O=C(Nc1nc(-c2cccs2)c(-c2cccs2)s1)C1CCCC1	0	·	3	2	-13	23	·	·	3	-9
17	CC1(C)N=C(C(=O)c2ccccc2)N(O)C1(C)O (centres undefined)	-1	-1	-1	-2	-5	26	-6	-12	4	-4
18	c1ccc2sc(C3CCN(Cc4nnnn4Cc4ccc5c(c4)OCO5)CC3)nc2c1	0	0	0	0	-29	8	3	5	5	5
19	COc1ccc(NC(=O)CCNC(=O)c2ccco2)c(OC)c1	·	0	2	6	-53	-5	-1	-2	-4	2
20	O=C(CSc1ccc(Cl)cc1)N1CCN(c2ccc(Cl)cc2[N+](=O)[O-])CC1	4	-4	-10	-1	-1	26	12	12	3	4
21	CCOC(=O)CSc1nnc(CNC(=O)c2cccs2)n1-c1cc(OC)ccc1OC	2	·	-1	-1	-16	-11	-1	-5	0	0
22	Cc1ccc(NC(=O)CN(C)S(=O)(=O)c2cnc[nH]2)cc1C	-4	-2	-3	-6	-6	-9	-5	-3	0	1
23	CC(=O)c1c(C)[nH]c(C(=O)OCc2ccccc2)c1C	3	0	-5	-2	-120	-145	9	26	-1	0
24	Cc1cc(C)cc(NC(=O)CSc2nc3[nH]ncc3c(=O)[nH]2)c1	-4	6	-3	-2	8	-8	2	-15	-1	3
25	COc1ccc(N(C(=O)c2ccccc2C)S(=O)(=O)c2cccs2)cc1	-2	6	72*	-4	66*	31	-22	-29	2	-4
26	COC(=O)Cc1[nH]nc2c1C(C1C=CCCC1)C(C#N)=C(N)O2 (centres undefined)	-4	2	2	-30	-19	28	0	-11	2	21
27	C/C(=N\NC(=O)c1c(C)nc2ccccn12)c1ccc(O)cc1O	0	0	28*	1	69*	84*	-12	12	-4	-6
28	C=CCn1c(SCC(=O)Nc2ccc3c(c2)OCO3)nnc1-c1ccccc1O	-1	-2	3	-1	-24	22	9	8	1	3
29	O=C(Nc1c(C(=O)O)[nH]c2ccccc12)NC1CCCCC1	1	-5	8	4	-24	20	-3	16	-1	6
30	S=C(NNC(=S)Nc1ccccc1)Nc1ccccc1	-1	-1	5	-1	-218	-145	19	?	1	1
31	CCC(=O)N(CCC1(c2ccccc2OC)CCOC(C(C)C)C1)Cc1ccco1 (centres undefined)	2	-2	-2	·	0	·	·	·	6	2
32	Clc1ccccc1Cc1noc(CN2CCSCC2)n1	1	1	0	-3	-29	-10	6	39	3	2
33	CCC[C@@H]1CCCO[C@@](C(=O)NCCN2CCOCC2)(C(F)(F)F)C1	0	-1	·	1	·	-14	3	24	·	8
34	O=C(c1cc2ccccc2[nH]1)N1CCOCC1	2	·	0	2	12	-45	8	13	-4	1
35	CCCC(=O)Nc1ccccc1Sc1ncnc2scc(-c3ccccc3)c12	4	-6	2	-2	-17	12	5	20	-5	-3
36	CC1(C)CC(=O)C(N=Nc2ccc(-c3ccccc3)cc2)=C(O)C1	3	-2	0	3	-29	-84	6	12	1	1
37	CSc1nnc2c(n1)OC(c1ccsc1)N(C(C)=O)c1ccccc1-2 (centres undefined)	2	-2	-2	2	-22	5	2	-23	-1	-6
38	CCc1ccc(C(=O)C(C)OC(=O)Cc2n[nH]c(=O)c3ccccc23)cc1 (centres undefined)	1	-1	25*	1	16	-44	1	-9	1	3
39	C/C(=N\NC(=O)c1nnn(-c2nonc2N)c1C(C)C)c1cc(C)sc1C	-1	-3	-2	9	3	-9	3	29	-2	-3
40	S=C(NCc1ccccc1)NN1CCOCC1	0	1	2	10	-18	27	-4	-11	0	-7
41	Cc1ccc(C)c(NC(=O)CCN2CC(C)OC(C)C2)c1 (centres undefined)	-6	·	2	3	-5	3	-5	-9	-3	1
42	COc1ccc(CCN(C)C(=O)C2CCCN(C3CCN(Cc4ccccc4)CC3)C2)cc1OC (centres undefined)	2	-2	1	4	6	-23	-8	-15	-5	-1
43	CCOC(=O)c1c(NC(=O)C2CC(Cl)=CCC2C(=O)O)sc2c1CCCCC2 (centres undefined)	0	-4	-12	-4	-14	10	-8	-5	0	-6
44	CCOc1cc2[nH]c(=O)n(Cc3ccc(C(=O)NCCCN4CCC(C)CC4)cc3)c(=O)c2cc1OCC	-4	1	-7	-4	-5	-16	-6	-2	3	·
45	O=C(NNS(=O)(=O)c1ccc(Br)cc1)c1sccc1-n1cccc1	1	-2	1	-3	-25	-14	7	7	0	-3
46	N#Cc1ccccc1COC(=O)CCCC1=NS(=O)(=O)c2ccccc2N1	-1	1	-5	-3	-45	-14	0	32	-1	9
47	CCn1ccnc1CNC(=O)C1CCC(=O)N(Cc2cccc(C(F)(F)F)c2)C1 (centres undefined)	0	1	-7	1	-20	12	-6	-14	-4	-4
48	O=C(O)c1ccc(-c2nc(-c3ccc(Cl)cc3Cl)cs2)cc1	-4	-3	16	-2	-80	-179	16	22	3	12
49	CC(=O)Nc1ccc(C(=O)N(C)C(C(=O)Nc2ccccc2)c2ccccn2)cc1 (centres undefined)	-2	0	6	6	2	-16	1	-3	2	-5
50	CCOC(=O)C(C(=O)Nc1ccc(C)cc1)C1CCCCC1 (centres undefined)	2	-3	-3	-9	-23	4	2	21	3	-10
51	Cc1cccc(NC(=O)/C(C#N)=C\c2cn(CC(=O)O)c3ccccc23)c1	5	4	4	3	-23	-2	-8	-8	-2	-2
52	COc1ccc(C(=O)Nc2ccc(NC(=O)c3cccs3)c(OC)c2)cc1Cl	-1	-2	7	·	12	·	·	·	8	·
53	Cc1ccc(C(=O)CSc2nnc(-c3ccccc3N)n2C)cc1C	-4	0	5	-2	-24	-14	1	18	-3	1
54	CCOC(=O)CCc1cccc2c1CCC2=O	0	3	4	4	-32	9	-7	-8	0	7
55	Cc1ccc(NC(=S)/C(=C(\[O-])c2ccc(F)cc2)[n+]2ccccc2)cc1	-1	0	-2	22	16	-90	-14	-24	-4	3
56	COc1ccc(-c2c(C#N)c(N)nc3c2CCCCCC3)cc1OC	3	4	-1	3	-47	10	6	1	3	-5
57	O=C(Nc1nc2cc3c(cc2s1)OCCO3)c1ccc(N2C(=O)CCC2=O)cc1	0	-1	-9	4	-19	-65	-5	-6	3	·
58	COc1ccc(NC(=O)Nc2cccc(F)c2)c(OC)c1	-2	·	-3	11	-18	-53	2	11	-2	9
59	CC(C(=O)Nc1cccc([N+](=O)[O-])c1)[n+]1ccccc1 (centres undefined)	-5	0	7	0	-9	-10	1	30	2	-71
60	COc1ccc(OCC(=O)Nc2cc3oc4ccccc4c3cc2OC)cc1	-1	-1	-7	4	-9	14	0	-6	-6	6

# The results go on:
cpd	mol	GSK3beta inhib	GSK3A inh	IEC-6 tox	Platelet DG rel	KLF5 inhibitor	aSyn 5UTR inh	HSF1 inhib	HSF-1 act	HSP90 inh	Dyrk1A ADPGlo
61	Cc1ccc(CSc2nnc(-c3ccncc3)n2CC2CCCO2)cc1 (centres undefined)	-2	1	0	10	-20	8	-8	5	-3	-1
62	C=CCN(C(=O)CCS(=O)(=O)c1cccc2nsnc12)c1ccccc1	-3	-4	-3	-5	-36	14	-5	7	-1	3
63	Cc1ccc(C(=O)Oc2ccc(-c3nnco3)cc2)o1	·	-1	·	-7	·	-4	-1	11	·	2
64	O=C(NNC(=O)c1cc2ccccc2o1)c1ccc(Cl)cc1	-2	2	-8	4	-27	-10	3	-5	0	1
65	Cc1ccc(C)c(C(=O)CCC(=O)Nc2ccc(F)cc2)c1	2	-3	2	6	-17	-2	9	0	-3	-2
66	O=C(CNC(=O)c1cn2ccccc2n1)Nc1ccc(F)c(F)c1	1	0	·	·	·	-209	18	28	·	13
67	O=S(=O)(c1ccc(Cl)cc1)N1CCN(C(=S)Nc2ccccc2F)CC1	0	8	0	-1	0	11	0	-4	0	4
68	CCS(=O)(=O)C(=C(Nc1ccc(OC)cc1)Nc1ccc(OC)cc1)S(=O)(=O)CC	1	0	4	-3	11	-9	-5	3	6	0
69	COc1cccc(C(C(=O)NC2CCCC2)N(CCC(C)C)C(=O)CCC(=O)Nc2cc(C)on2)c1 (centres undefined)	1	0	-3	-9	-8	34	7	10	-1	-5
70	CSc1ccccc1NS(=O)(=O)c1ccc2c(c1)OCCO2	0	0	10	11	9	14	4	-5	-1	-11
